TcdB inh: TcdB glycohydrolase inhibitors, primary screen, biochemical, single point, plate reader; AID 652162, 2013; TcdB glycohydrolase enzymatic assay; Toxin B (Clostridioides difficile), P18177; 0.24% of 350,000 active; inhibition, % at 9.99 µM; in the data active = inhibition above about 10%
* marks the source's active call; other numbers are inactive results; & = joins results of further samples. Some of the compounds tested; the hit share may differ from the screen's.

CO[C@@H]1CN(C)C(=O)c2cc(NS(C)(=O)=O)ccc2OC[C@@H](C)N(S(=O)(=O)CC(F)(F)F)C[C@H]1C
  TcdB inh = -1.0

CC(C)NC(=O)N(C)C[C@H]1Oc2ccc(NS(C)(=O)=O)cc2CC(=O)N([C@H](C)CO)C[C@@H]1C
  TcdB inh = 0.0

C[C@H]1CCCCO[C@H](CN(C)C(=O)Cc2ccccc2)[C@@H](C)CN([C@@H](C)CO)C(=O)c2cc(NC(=O)Nc3ccc(F)cc3)ccc2O1
  TcdB inh = -4.5

O=C(C[C@@H]1CC[C@@H](NC(=O)C2CC2)[C@@H](CO)O1)NC1CCC1
  TcdB inh = 1.3

C[C@H](CO)N1C[C@H](C)[C@@H](CN(C)Cc2ccc(F)cc2)Oc2ncc(-c3ccccc3F)cc2C1=O
  TcdB inh = 0.3

COc1ccccc1C#Cc1ccc([C@@H]2[C@@H](CO)N(C(=O)C3CCC3)[C@H]2C#N)cc1
  TcdB inh = -0.3

CCCC(=O)Nc1ccc2c(c1)C(=O)N(C)C[C@@H](OC)[C@@H](C)CN(CCC)[C@H](C)CO2
  TcdB inh = 0.3

CN1C(=O)c2cc(NS(C)(=O)=O)ccc2OC[C@H]2O[C@H](CC(=O)N3CCOCC3)CC[C@@H]21
  TcdB inh = 0.8

COc1ccc(CNC(=O)C[C@H]2C=C[C@@H](NC(=O)CN(C)C)[C@@H](CO)O2)cc1
  TcdB inh = 0.0

C[C@H](CO)N1C[C@H](C)[C@@H](CN(C)C(=O)C2CCCCC2)OCCCC[C@H](C)Oc2ccc(NC(=O)C3CCCCC3)cc2C1=O
  TcdB inh = -0.2

Cc1ccc(S(=O)(=O)N[C@@H]2CC[C@@H](CCNC(=O)C3CCCCC3)O[C@H]2CO)cc1
  TcdB inh = -0.5

O=C(Cc1ccccn1)N1CCCCN2[C@@H](CO)[C@@H](c3ccc(C#Cc4ccccc4)cc3)[C@@H]2C1
  TcdB inh = 1.2

O=C(C[C@@H]1CC[C@@H](NC(=O)CCN2CCCCC2)[C@@H](CO)O1)Nc1nccs1
  TcdB inh = 0.0

N#C[C@@H]1[C@@H](c2ccccc2-c2cccc(F)c2)[C@H](CO)N1C(=O)C1CC1
  TcdB inh = 0.9

C[C@@H]1CCCCO[C@@H](CN(C)Cc2ccc(C(F)(F)F)cc2)[C@H](C)CN([C@@H](C)CO)C(=O)c2cc(NC(=O)c3ccccc3)ccc2O1
  TcdB inh = -8.2

C[C@H]1CN([C@@H](C)CO)C(=O)c2cc(NC(=O)NC3CCCCC3)ccc2O[C@H]1CN(C)C(=O)Nc1cccc2ccccc12
  TcdB inh = -0.3

COCCN(C[C@H]1[C@H](c2ccccc2)[C@H](CO)N1C(C)=O)C(=O)c1ccncc1
  TcdB inh = -0.9

COC(=O)c1cc2c(c3c4cc(C)ccc4n(C(=O)c4ccccc4)c13)C(=O)N(Cc1ccccc1)C2
  TcdB inh = 0.6

O=C(Nc1cccc(F)c1)N1CC(=O)N2[C@H](CO)[C@H](c3ccc(-c4ccccc4F)cc3)[C@H]2C1
  TcdB inh = 0.3

C[C@H](CO)N1C[C@H](C)[C@@H](CN(C)S(=O)(=O)c2ccc(Cl)cc2)Oc2ccc(NC(=O)Nc3ccc(C(F)(F)F)cc3)cc2CC1=O
  TcdB inh = -0.1

CCC(=O)NC[C@@H]1[C@@H](c2ccc(C3=CCCC3)cc2)[C@@H](CO)N1C(=O)CN(C)C
  TcdB inh = 1.1

C[C@H](CO)N1C[C@H](C)[C@H](CN(C)C(=O)c2ccncc2)OCCCC[C@H](C)Oc2ccc(NS(=O)(=O)c3cccs3)cc2C1=O
  TcdB inh = -0.6

COCCNC(=O)C[C@@H]1C[C@H]2c3cc(NC(=O)CC4CC4)ccc3O[C@H]2[C@@H](CO)O1
  TcdB inh = 0.3

O=C(O)[C@H]1[C@H](CO)[C@H]2Cn3c(ccc(-c4ccncc4)c3=O)[C@@H]1N2S(=O)(=O)c1ccccc1F
  TcdB inh = 0.4

C[C@@H]1CN([C@@H](C)CO)C(=O)c2cccc(NC(=O)c3ccncc3)c2O[C@H]1CN(C)S(=O)(=O)c1cccs1
  TcdB inh = -0.8

CC(=O)N(C)C[C@@H]1Oc2cc(C#CCC3CCCC3)ccc2S(=O)(=O)N([C@H](C)CO)C[C@@H]1C
  TcdB inh = 1.0

COCCNC(=O)C[C@H]1CC[C@@H](NS(=O)(=O)c2ccc(C)cc2)[C@@H](CO)O1
  TcdB inh = -1.3

COc1ccccc1C#Cc1ccc([C@@H]2[C@@H](C#N)N(C(=O)C3CCC3)[C@H]2CO)cc1
  TcdB inh = -0.9

CO[C@H]1CN(C)C(=O)c2cc(NS(=O)(=O)CC(F)(F)F)ccc2OC[C@@H](C)N(C(=O)NC(C)C)C[C@@H]1C
  TcdB inh = 0.4

C[C@@H]1CN([C@H](C)CO)C(=O)c2cccc(NC(=O)Nc3ccc(F)cc3)c2O[C@H]1CN(C)Cc1ccncc1
  TcdB inh = -0.1

CNC[C@@H]1OCCCC[C@H](C)Oc2ccc(NC(=O)NC(C)C)cc2C(=O)N([C@H](C)CO)C[C@H]1C
  TcdB inh = -0.6

O=C1CN(Cc2ccc(F)cc2)C[C@@H]2[C@H](c3ccc(-c4cccnc4)cc3)[C@@H](CO)N12
  TcdB inh = -8.1

CN(C)CC(=O)N1[C@@H]2c3ccc(-c4ccccc4)c(=O)n3C[C@H]1[C@H](CO)[C@H]2C(=O)N1CCOCC1
  TcdB inh = 0.5

C[C@H]1CN([C@@H](C)CO)S(=O)(=O)c2ccc(C3=CCCC3)cc2O[C@H]1CN(C)C(=O)c1cnccn1
  TcdB inh = 0.1

COc1ccccc1-c1cn(CC[C@H]2CC[C@H](NC(=O)Cc3ccccn3)[C@H](CO)O2)nn1
  TcdB inh = -1.2

O=C1CNC[C@H]2[C@@H](c3ccc(C4=CCCCC4)cc3)[C@@H](CO)N12
  TcdB inh = -2.6

COc1ccc(S(=O)(=O)N[C@@H]2C=C[C@@H](CC(=O)N3CCN(c4ccccc4)CC3)O[C@@H]2CO)cc1
  TcdB inh = 0.1

C[C@H]1CCCCO[C@H](CN(C)C(=O)Nc2ccc(F)cc2)[C@@H](C)CN([C@@H](C)CO)C(=O)c2cc(NC(=O)Nc3ccc(C(F)(F)F)cc3)ccc2O1
  TcdB inh = 1.5

O=C(NC1CCCCC1)C(C1CC1)n1c(=O)c(-c2cc3ccccc3[nH]2)nc2ccccc21 (configuration not stated)
  TcdB inh = 0.0

CCCc1cn(CC[C@@H]2CC[C@H](NC(=O)C3CCCCC3)[C@@H](CO)O2)nn1
  TcdB inh = 0.0

O=C(Cc1cn(Cc2ccccc2)c2ccccc12)Nc1ccc(Nc2cccnc2)cc1
  TcdB inh = -1.0

C[C@@H]1CCCCO[C@@H](CN(C)C(=O)c2ccncc2)[C@@H](C)CN([C@H](C)CO)C(=O)c2cc(NS(=O)(=O)c3cn(C)cn3)ccc2O1
  TcdB inh = -0.4

CC(C)c1cn(CC[C@@H]2CC[C@@H](NC(=O)C3CC3)[C@H](CO)O2)nn1
  TcdB inh = -0.6

CC(C)NC(=O)N[C@@H]1CC[C@@H](CCN)O[C@@H]1CO
  TcdB inh = 0.3

CCCNC(=O)N[C@H]1CC[C@@H](CC(=O)NC2CCC2)O[C@@H]1CO
  TcdB inh = -1.5

CC(C)NC(=O)Nc1ccc2c(c1)C(=O)N([C@@H](C)CO)C[C@@H](C)[C@H](CN(C)S(=O)(=O)c1cccs1)OCCCC[C@H](C)O2
  TcdB inh = 0.8

Cc1ccc(S(=O)(=O)NC(CCCNC(=O)OCc2ccccc2)C(=O)O)cc1 (configuration not stated)
  TcdB inh = 0.5

CN1C(=O)c2cc(NC(=O)c3ccc(F)cc3)ccc2OC[C@@H]2O[C@H](CC(=O)N3CCOCC3)CC[C@@H]21
  TcdB inh = -0.5

Cc1ccc(S(=O)(=O)Nc2ccc3c(c2)C(=O)N([C@H](C)CO)C[C@H](C)[C@@H](CN(C)S(C)(=O)=O)O3)cc1
  TcdB inh = 0.3

CC(C)NC(=O)Nc1ccc2c(c1)CC(=O)N([C@@H](C)CO)C[C@@H](C)[C@@H](CN(C)S(=O)(=O)c1ccc(Cl)cc1)O2
  TcdB inh = -4.3

CCCC#Cc1ccc2c(c1)O[C@H](CN(C)C(=O)c1ccccc1F)[C@@H](C)CN([C@H](C)CO)S2(=O)=O
  TcdB inh = 0.3

O=C(C[C@H]1CC[C@@H]2[C@H](COC[C@H](O)CN2S(=O)(=O)c2ccc(Cl)cc2)O1)NCCN1CCCC1
  TcdB inh = 1.3

O=C(C[C@H]1C=C[C@@H](NC(=O)c2ccccn2)[C@H](CO)O1)NCc1cccc(F)c1
  TcdB inh = -0.3

CNC[C@@H]1Oc2cc(C#Cc3cccc(F)c3)ccc2S(=O)(=O)N([C@H](C)CO)C[C@H]1C
  TcdB inh = 0.5

FC(F)(F)c1cccc(-c2nc3ccccc3n2C(c2ccccc2)c2nc3ccccc3[nH]2)c1 (configuration not stated)
  TcdB inh = 0.9

COc1ccc2c3c([nH]c2c1)[C@H](CO)N(C(=O)CN1CCOCC1)CC31CN(Cc2ccccc2)C1
  TcdB inh = -0.5

COc1ccccc1NC(=O)N1C[C@@H](O)COC[C@H]2O[C@H](CC(=O)NCCc3ccccc3)CC[C@@H]21
  TcdB inh = -3.7

CC(C)NC(=O)Nc1ccc2c(c1)CC(=O)N([C@H](C)CO)C[C@H](C)[C@@H](CN(C)S(=O)(=O)c1ccc(Cl)cc1)O2
  TcdB inh = -0.4

COC(=O)[C@@]12C[C@@H](CC(=O)N3CCCCC3)C(=O)N(CCc3ccc(OC)c(OC)c3)C1=CCC(C)(C)C2
  TcdB inh = 1.8

CN(C)CCCNC(=O)C[C@H]1CC[C@@H]2[C@H](COC[C@@H](O)CN2CC2CCCC2)O1
  TcdB inh = -1.5

COc1ccccc1CN1C[C@@H](C)[C@H](OC)CN(C)C(=O)c2cc(NC(=O)Nc3ccccc3OC)ccc2OC[C@H]1C
  TcdB inh = 1.7

CCCNC(=O)Nc1ccc2c(c1)C(=O)N(C)C[C@@H](OC)[C@H](C)CN(Cc1cncnc1)[C@@H](C)CO2
  TcdB inh = -0.7

C[C@@H]1CN([C@@H](C)CO)C(=O)c2cc(NC(=O)Cn3cnnn3)ccc2O[C@@H]1CN(C)S(=O)(=O)c1cccs1
  TcdB inh = 0.3

CCCCCCCCN1C(=O)[C@@H](CC(=O)NCCC(C)C)C[C@@]2(C(=O)OC)C1=C[C@H](C(C)(C)C)O[C@@H]2C
  TcdB inh = 1.1

CCCNC(=O)[C@@H]1[C@@H](CO)[C@@H]2Cn3c(ccc(-c4cccc(OC)c4)c3=O)[C@H]1N2CC
  TcdB inh = -0.3

O=C(C[C@@H]1CC[C@@H]2[C@H](COC[C@@H](O)CN2Cc2ccc3c(c2)OCO3)O1)N1CCOCC1
  TcdB inh = -0.8

CO[C@@H]1CN(C)C(=O)c2cc(NC(=O)C3CCOCC3)ccc2OC[C@H](C)N(C)C[C@H]1C
  TcdB inh = -0.2

COc1ccccc1CNC(=O)C[C@H]1CC[C@@H](NC(=O)CN(C)C)[C@H](CO)O1
  TcdB inh = 0.0

C[C@H](CO)N1C[C@H](C)[C@H](CN(C)Cc2ccccn2)Oc2ncc(-c3ccc(C#N)cc3)cc2C1=O
  TcdB inh = -0.7

C[C@H]1CN([C@@H](C)CO)S(=O)(=O)c2ccc(C#CC(C)(C)O)cc2O[C@H]1CN(C)C
  TcdB inh = 1.5

C[C@H]1CN([C@@H](C)CO)C(=O)c2cc(C#CC3CC3)cnc2O[C@@H]1CN(C)C(=O)Nc1ccc(F)cc1
  TcdB inh = 1.1

c1ccc(N2[C@@H]3CC[C@H]2c2ccncc2C3)cc1
  TcdB inh = 0.2

C[C@@H]1CN([C@@H](C)CO)S(=O)(=O)c2ccc(-c3ccccc3)cc2O[C@@H]1CN(C)C(=O)C1CCCCC1
  TcdB inh = 0.9

COc1ccccc1NC(=O)N(C)C[C@H]1OCc2cnnn2CCCC(=O)N([C@@H](C)CO)C[C@@H]1C
  TcdB inh = -1.0

CC(C)NC(=O)Nc1cccc2c1O[C@@H](CN(C)C(=O)Nc1ccc3c(c1)OCO3)[C@@H](C)CN([C@@H](C)CO)C2=O
  TcdB inh = -1.4

Part of the list above in order of molar mass, highest first.
C[C@H](CO)N1C[C@H](C)[C@@H](CN(C)S(=O)(=O)c2ccc(Cl)cc2)Oc2ccc(NC(=O)Nc3ccc(C(F)(F)F)cc3)cc2CC1=O
  TcdB inh = -0.1

C[C@@H]1CCCCO[C@@H](CN(C)C(=O)c2ccncc2)[C@@H](C)CN([C@H](C)CO)C(=O)c2cc(NS(=O)(=O)c3cn(C)cn3)ccc2O1
  TcdB inh = -0.4

COC(=O)c1cc2c(c3c4cc(C)ccc4n(C(=O)c4ccccc4)c13)C(=O)N(Cc1ccccc1)C2
  TcdB inh = 0.6

(next part)
C[C@H](CO)N1C[C@H](C)[C@@H](CN(C)C(=O)Nc2cccc3ccccc23)Oc2c(NC(=O)C3CCOCC3)cccc2C1=O
  TcdB inh = -0.7

CCCNC(=O)N1CC2(CN(S(=O)(=O)c3ccccc3)C2)c2c(n(C)c3cc(OC)ccc23)[C@H]1CO
  TcdB inh = 0.3

C[C@H]1CN([C@@H](C)CO)C(=O)Cc2cc(NC(=O)C3CC3)ccc2O[C@H]1CN(C)Cc1ccc(Cl)c(Cl)c1
  TcdB inh = 0.4

COC(=O)[C@]12C[C@H](CC(=O)NCc3cccs3)C(=O)N(Cc3ccccc3)C1=C[C@H](C(C)C)O[C@@H]2C1CC1
  TcdB inh = 2.1

Cc1ccccc1-c1ccc(C2[C@H]3CNC[C@@H]2N3S(=O)(=O)c2ccc(F)cc2)cc1 (some centres not stated)
  TcdB inh = 0.0&-0.4

O=C(C[C@@H]1C[C@@H]2c3cc(NC(=O)CC4CC4)ccc3O[C@@H]2[C@@H](CO)O1)NCc1ccc(-c2ccccc2)cc1
  TcdB inh = -0.3

O=C(c1cccnc1)N1C[C@H]2[C@@H](c3ccccc31)[C@@H](CO)N2C(=O)Nc1ccccc1Cl
  TcdB inh = 0.3

COC(=O)[C@@]12C[C@@H](CC(=O)N3CCN(C(=O)c4ccco4)CC3)C(=O)N(Cc3ccc4c(c3)OCO4)C1=CCC(C)(C)C2
  TcdB inh = 2.2

CN1C(=O)c2cc(NC(=O)C3CCCC3)ccc2OC[C@H]2O[C@@H](CC(=O)NCC(F)(F)F)CC[C@H]21
  TcdB inh = 3.6

Compound activity (PubChem BioAssay)
